From PubChem BioAssay
UPR XBP1 act – activators of adaptive arm of unfolded protein response (XBP1) | CHO-XBP1 luciferase reporter, IRE1-XBP1 UPR activation, luminescence; percent of tunicamycin response, DMSO as zero | activation, % at 20 µM | 0.33% of 330,000 active | AID 463104;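 active = versus positive control, 20 µM dose yields 30% or more activation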;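 also: 100% = tunicamycin at 10 µg/mL and 0% = DMSO only wells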
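Assay system: IRE1-XBP1 luciferase reporter CHO line. Input: 1000 cells/well. Buffer or medium: F12 with 10% serum. Doses: 20 µM, 1% DMSO. Times: overnight seeding at 37 °C, 6 h compound treatment at 37 °C. Technique: Steady-Glo luciferase glow luminescence, 10 min after reagent addition.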
APJ agonist – APJ receptor agonism. CHO-K1 APJ PathHunter beta-arrestin, luminescence; 0% DMSO wells, 100% apelin. activation, % at 20 µM. 0.11% of 330,000 active. AID 2520;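 active = activation more than six SD over the plate average, tested at 20 µM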;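 also: 0% = DMSO alone and 100% = apelin-13 at 10 nM; some results filed as inactive read as strong as hits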
Target sequence (P35414 whole entry, looked up): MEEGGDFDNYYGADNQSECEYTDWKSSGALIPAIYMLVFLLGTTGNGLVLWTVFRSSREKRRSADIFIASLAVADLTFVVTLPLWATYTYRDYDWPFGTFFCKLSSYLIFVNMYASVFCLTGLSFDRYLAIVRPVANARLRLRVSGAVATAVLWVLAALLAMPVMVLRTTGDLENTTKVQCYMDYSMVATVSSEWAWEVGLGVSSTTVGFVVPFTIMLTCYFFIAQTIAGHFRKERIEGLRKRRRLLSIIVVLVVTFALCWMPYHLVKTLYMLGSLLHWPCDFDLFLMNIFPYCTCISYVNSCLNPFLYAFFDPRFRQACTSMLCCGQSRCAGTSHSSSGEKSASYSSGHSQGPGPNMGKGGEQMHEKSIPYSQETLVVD
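Incubation: overnight seeding, 90 min compound at 25 °C, 1 h detection; test system: PathHunter CHO-K1 APJ (AGTRL-1) beta-arrestin reporter cells; amount: 1000 cells/well; doses: one dose, 20 µM compound, 1% DMSO; measured by: beta-gal luminescence; measure: agonist-driven arrestin binding to APJ; benchmarks: negative DMSO alone, positive Apelin-13 at 10 nM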
Mdm2-MdmX inh – disrupts the human Mdm2-MdmX interaction. O15151+Q00987. SaOS-2 split-luciferase Mdm2/MdmX complementation, luminescence. inhibition, % at 8 µM. 3% of 330,000 active. AID 485346;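 active = inhibition of at least 50% at 8 µM in the primary screen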
697 NFkB inh – lowers PMA/ionomycin-induced NF-kB signal in 697 B cells; inhibition, % at 4 µM; 0.33% of 330,000 active; 697 B-cell NF-kB luciferase reporter, 16 h; in the data active = inhibition above about 35%
Jurkat NFkB inh – lowers PMA/ionomycin-induced NF-kB signal in Jurkat cells | 0.53% of 330,000 active | PMA/ionomycin-induced NF-kB luciferase reporter, luminescence | inhibition, % at 4 µM; in the data active = inhibition above about 50%
UPR CHOP act – activators of apoptotic arm of unfolded protein response (CHOP). activation, % at 10 µM. 0.34% of 330,000 active. AID 449763. CHO-CHOP luciferase reporter, UPR activation, luminescence; percent of tunicamycin response over DMSO baseline;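 active = at 10 µM dose, activation of 40% or more, normalized to positive control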;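 also: 100% = tunicamycin at 10 µg/mL and 0% = DMSO alone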
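Test system: CHO CHOP reporter cells. Input: 500 CHO-CHOP cells per well. Medium: F12 with 10% FBS. Technique: luciferase luminescence. Measure: percent activation relative to tunicamycin control. Dosing: 10 µM compound, 0.5% DMSO. Timing: 16-18 h cell attachment, then 6 h compound exposure, 37 °C.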
APJ antagonist – APJ receptor antagonism; P35414; CHO-K1 APJ beta-arrestin complementation, luminescence; inhibition, % at 20 µM; 0.32% of 330,000 active;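 active = inhibition above about 40% at 20 µM, limit read from the data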;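 also: cells challenged with 10 nM apelin-13 agonist together with compound; plate controls were apelin-13 plus DMSO wells for no effect and DMSO wells lacking apelin-13 for full effect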
tim23-1 inh – tim23-1 yeast growth inhibition; 1.3% of 330,000 active; inhibition, % at 20 µM; AID 463212; S. cerevisiae tim23-1 growth, BacTiter-Glo luminescence, 24 h;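 active = growth inhibition of the mutant yeast at or above 50%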;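 also: temperature-sensitive mutant grown at 25 °C; plate controls were DMSO-treated mutant yeast for no effect and medium wells lacking yeast for full effect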
* hit, by the source's call.

SMILES	UPR XBP1 act	APJ agonist	Mdm2-MdmX inh	697 NFkB inh	Jurkat NFkB inh	UPR CHOP act	APJ antagonist	tim23-1 inh
COC(=O)CN1C(=O)[C@H]2[C@@H](c3ccc(C)o3)N3C(=O)CN(Cc4ccccn4)C(=O)[C@@]3(Cc3ccccc3)[C@H]2C1=O	-1	-3	-7	0	2	1.8	11	9
O=C1C2C3c4ccccc4C(c4ccccc43)C2C(=O)N1Cc1ccco1 (stereo not given)	-1	5	-14	-28	4	-0.4	5	22
COc1ccc(CCN2C(=O)C3C4C=CC(C5CC45)C3C2=O)cc1OC (stereo not given)	-2	-2	-11	1	-1	-2.1	-2	3
CCC(Sc1nnc(-c2ccco2)n1C)C(=O)Nc1nnc(C)s1 (stereo not given)	-3	-2	8	5	-4	-1.1	-1	18
COc1ccccc1-c1nnc2sc(C3CCCCC3)nn12	2	-7	7	-18	-7	-1.5	15	32
CN(C(=O)c1cc2c(=O)n3ccccc3nc2s1)C1CCCCC1	0	2	-89	-47	-1	3.0	-2	31
CCc1ccc(N(CC(=O)NCc2ccc(F)cc2)C(=O)c2csnn2)cc1	0	-3	4	-9	-11	-0.6	-17	7
COc1ccc(CCNC(=O)CNS(=O)(=O)c2ccc(F)c(Cl)c2)cc1OC	0	-2	1	-22	0	-0.5	3	1
COc1ccc2nc(SCC(=O)NC(C)(C)C)[nH]c2c1	0	-1	7	1	0	1.1	5	4
CCOC(=O)C(Cc1ccccc1)C(=O)Nc1ccc(N(CC)CC)cc1 (stereo not given)	-3	-1	-20	-11	-11	1.9	-4	36
CCCCCCC(C)OC(=O)Nc1cccc2ccccc12 (stereo not given)	-4	-2	-9	-3	10	-0.6	3	10
O=C(Nc1ccc(-c2nc3cccnc3s2)cc1)c1ccco1	-3	0	-165	-194	-186	0.1	-5	32
O=C(NCCCn1ccnc1)c1cc(-c2ccccc2)on1	21	-3	-18	-5	-36	6.7	5	12
O=C(Nc1ccc(Cl)cc1Cl)C1CCCO1 (stereo not given)	-5	-1	14	-5	1	6.5	12	-4
CCCN(CCC)c1nc2ccccc2nc1C(C#N)C(=O)OC(C)COC (stereo not given)	2	-4	-3	-25	-14	-10	16	20
CC1CN(S(=O)(=O)c2cccc(C(=O)Nc3ccccc3N3CCCC3)c2)CC(C)O1 (stereo not given)	-1	3	25	-13	27	2.0	21	28
O=C(NCCOc1ccccc1)c1ccccc1[N+](=O)[O-]	5	-2	10	14	-4	-0.7	7	3
Cc1ccc(C(=O)Nc2c(C)n(C)n(-c3ccccc3)c2=O)cc1S(=O)(=O)N1CCOCC1	-5	-4	-6	8	13	-1.2	17	4
COc1ccc(C(=O)NCN2CCN(c3ccccc3)CC2)cc1OC	0	-5	-4	18	1	-0.5	5	-2
COc1cc(C2NC(=S)NC(C)=C2C(=O)Nc2cc(C)cc(C)c2)ccc1O (stereo not given)	-2	-3	1	11	7	0.9	2	11
Cc1nnc(SCC(=O)NC2CCCC2)n1C(C)C	0	-2	19	-5	0	1.6	-6	-8
COc1ccc(/C=C(\NC(=O)c2cccs2)C(=O)NC(C)(C)C)cc1OC	1	-3	6	18	-11	1.7	3	28
O=C(NC(=S)N(Cc1ccccc1)Cc1ccccc1)c1ccccc1F	2	-4	8	-15	5	-3.0	10	32
Cn1c(SCC(=O)NNC(=O)c2ccccc2)nnc1C(F)(F)F	-1	-2	-4	11	-4	0.2	11	9
CCOC(=O)C1(CC2CCCCO2)CCN(C(=O)Nc2ccccc2SC)CC1 (stereo not given)	-3	-2	23	-11	-21	-2.6	-1	23
SMILES	UPR XBP1 act	APJ agonist	Mdm2-MdmX inh	697 NFkB inh	Jurkat NFkB inh	UPR CHOP act	APJ antagonist	tim23-1 inh
CCc1nnc(NS(=O)(=O)c2ccc(NC(=O)c3ccc(Br)cc3)cc2)s1	-2	0	-10	14	3	1.0	18	13
Cc1nc2cc(NS(=O)(=O)c3cccc(F)c3)ccc2s1	-2	-2	15	23	9	0.3	-17	3
Cn1c(=O)c2c(ncn2CC(=O)OCC(=O)Nc2ccc(F)cc2F)n(C)c1=O	-3	-2	-12	-5	5	-0.9	3	8
COc1ccc(-n2c(SCC(=O)N3CCOCC3)nc(O)c(Cc3ccccc3)c2=O)cc1	6	-3	8	11	-9	-0.6	-6	7
Cc1ccc(NC(=O)COC(=O)CCc2c(C)nc3nc(N)nn3c2C)cc1C	2	1	-12	-16	8	-0.8	-3	23
CN(Cc1ccc(Cl)c(Cl)c1)C(=O)c1ccccc1SCC(=O)N1CCCC1	-5	-5	13	-10	-1	-1.4	13	10
O=C(CN(Cc1ccco1)C(=O)CNS(=O)(=O)c1ccc(Cl)cc1)NCC1CCCO1 (stereo not given)	-1	0	-7	13	8	1.2	-14	8
Cc1nc(C(=O)N(C)C)nn1-c1ccc([N+](=O)[O-])cc1	-3	1	-17	-1	-5	-0.5	-3	15
CCOC(=O)NC(=O)/C(C#N)=C\c1ccccc1	2	-3	21	7	0	-1.4	1	5
O=C(NCc1ccccc1)c1onc(CSc2ccccc2)c1C(=O)NCc1ccccc1	-4	4	32	-5	-1	-2.1	20	12
Cc1cc(C)c(S(C)(=O)=O)c(NN)n1	-1	1	-1	10	-15	-0.9	6	4
COc1ccc(C)cc1NC(=O)C(c1ccccc1)N1CCN(CC(=O)N2CCCC2)CC1 (stereo not given)	-3	2	-10	16	2	1.0	28	7
CC(=O)NC1=NN(C(C)=O)C(c2ccco2)S1 (stereo not given)	-3	1	20	7	12	-1.0	12	7
N#Cc1cn(CC(=O)NCc2cccnc2)c2ccccc12	-3	-3	19	-3	2	-2.0	20	-9
CCN(CC)S(=O)(=O)C1CCS(=O)(=O)C1 (stereo not given)	1	-6	15	16	-8	-0.7	13	16
O=C(Cn1cnc2c(OCc3ccccc3)ncnc21)N[C@H](CO)Cc1cc2ccccc2[nH]1	0	-4	51*	-7	-5	-0.5	1	11
O=S(=O)(NCCSc1ccccc1)c1cccs1	0	-3	-14	-5	-9	-0.1	18	38
COc1ccc(CN2CCC(Oc3ccc(C(=O)NCc4ccccn4)cc3)CC2)c(F)c1	-3	-1	14	-15	12	-0.1	3	-9
COc1ccccc1CNS(=O)(=O)c1cc2c3c(c1)CCC(=O)N3CCC2	-2	3	29	-2	-5	2.9	-43	-15
O=C(c1cc(-c2cccs2)on1)N1CCN(c2ccc(F)cc2)CC1	0	-1	7	-9	-4	-1.1	6	21
Clc1ccc(-c2cn3c(n2)SCC3)cc1	-3	-2	-61	-174	-83	2.5	-31	29
CS(=O)(=O)c1ccc(C(=O)OCC(=O)NNC(=O)COc2ccc(Cl)cc2)cc1	-1	-6	9	22	-8	-0.9	6	-14
CC(C)N(Cc1cnn(C)c1)Cc1nc(-c2ccc(Cl)cc2)no1	0	-1	7	13	-3	-0.7	0	11
CCCCc1cc(=O)oc2cc(C)cc(OCC(=O)N3CCC(C(=O)O)CC3)c12	-1	-4	-10	1	3	1.4	-7	-1
COc1cccc(NC2=NCC(=O)N2Cc2cccs2)c1	0	-3	8	4	-6	-0.3	-12	-5
SMILES	UPR XBP1 act	APJ agonist	Mdm2-MdmX inh	697 NFkB inh	Jurkat NFkB inh	UPR CHOP act	APJ antagonist	tim23-1 inh
Cc1cc(NC(=O)CCC(=O)N(c2ccc(F)cc2)C(C(=O)NC2CCCC2)c2ccc(C)o2)no1 (stereo not given)	-2	-1	-7	-1	0	-1.2	-2	11
COc1ccc(C(=O)NCCc2ccc(C(F)(F)F)cc2)cc1S(=O)(=O)N1CCOCC1	-4	8	14	-10	9	0.2	-1	0
Nc1n[nH]c(=S)n1-c1ccc(Cl)cc1	3	-1	-8	5	-27	0.0	-1	2
COc1ccccc1NC(=O)Nc1ccc(S(=O)(=O)Nc2onc(C)c2C)cc1	1	-4	-5	8	4	-0.2	-2	18
C/C(=N\NC(=O)COc1cccc(C)c1)c1ccc2ccccc2c1O	-1	-4	52*	1	9	1.0	1	7
S=C(NCc1cccs1)Nc1cccc2ccccc12	1	-2	-22	17	3	4.7	-4	21
O=S(=O)(NC1CCCC1)c1ccc(S(=O)(=O)N2CCc3ccccc32)cc1	-4	-2	28	1	25	3.1	-6	4
OCC1CCCN(C(=S)NCCc2ccccc2)C1 (stereo not given)	2	1	-30	-53	-40	4.2	-22	4
CN1C(=O)C2(C(C#N)=C(N)Oc3c2oc(CO)cc3=O)c2ccccc21 (stereo not given)	1	-2	-10	18	-8	0.6	13	0
CC(C)c1ccc2oc(-c3cc(N)ccc3O)nc2c1	-3	-1	35	-111	-70	-7.6	-26	49
O=C(CCCN1C(=O)/C(=C/c2ccc3c(c2)OCO3)SC1=S)Nc1cccc(C(=O)O)c1	-7	-7	43	18	14	-4.1	10	12
CCc1cc(/C(Cc2ccccn2)=N\O)c(O)cc1O	-1	2	-8	3	12	-1.2	-8	22
CC1=CC(C)(C)N(C(=O)CSc2nnc(N)s2)c2ccccc21	1	-1	4	18	-4	0.4	20	11
OCC1(Cc2ccccc2F)CCCN(Cc2c(F)ccc(F)c2F)C1 (stereo not given)	-2	-4	11	-10	-14	-2.0	19	16
Cc1ccc(CN2C(=O)CC(Nc3ccc(N4CCOCC4)cc3)C2=O)cc1 (stereo not given)	-2	1	22	4	-15	-0.9	-3	9
COc1ccc(S(=O)(=O)N(C)CC(=O)Nc2ccc3c(c2)OCO3)cc1OC	4	-4	17	23	13	-2.2	-3	2
Cc1cccc(/C(N)=N/OC(=O)COc2ccc(Cl)c(C)c2)c1	-1	-1	-11	-3	-4	0.7	-7	42
CCOc1ncccc1C(=O)OCC(=O)c1cc(C)n(Cc2ccco2)c1C	1	-5	-95	-99	-46	2.1	-5	29
O=C(COC(=O)Cc1ccc(F)cc1)Nc1ccc2[nH]c(=O)[nH]c2c1	0	-1	-8	9	16	1.3	19	-3
CCCS(=O)(=O)N1CCC(C(=O)N2CCN(C(=O)OCC)CC2)CC1	2	-3	15	21	6	3.9	11	4
Cc1c(-n2c(SCC(=O)O)nnc2-c2ccccc2Cl)c(=O)n(-c2ccccc2)n1C	0	11	16	-26	14	-3.2	-12	-4
COc1cccc(CNC(=O)c2cccs2)c1	-1	-3	14	1	-7	0.2	-33	6
CN1CCN(C(=O)c2ccccc2NC(=O)Cc2ccccc2)CC1	-8	-5	24	5	-11	-0.5	11	-16
O=C(COC(=O)c1ccc(S(=O)(=O)N2CCCC2)cc1)NCc1ccc(F)cc1	-1	-2	11	-3	-2	-2.3	2	-5

Record cards, from the list above. Order of values: UPR XBP1 act	APJ agonist	Mdm2-MdmX inh	697 NFkB inh	Jurkat NFkB inh	UPR CHOP act	APJ antagonist	tim23-1 inh
Record of CCOC(=O)NC(=O)/C(C#N)=C\c1ccccc1 : 2	-3	21	7	0	-1.4	1	5
Record of O=C(CN(Cc1ccco1)C(=O)CNS(=O)(=O)c1ccc(Cl)cc1)NCC1CCCO1 (stereo not given) : -1	0	-7	13	8	1.2	-14	8
Record of COc1ccccc1NC(=O)Nc1ccc(S(=O)(=O)Nc2onc(C)c2C)cc1 : 1	-4	-5	8	4	-0.2	-2	18
Record of COc1ccc(CCNC(=O)CNS(=O)(=O)c2ccc(F)c(Cl)c2)cc1OC : 0	-2	1	-22	0	-0.5	3	1
Record of O=C(Nc1ccc(-c2nc3cccnc3s2)cc1)c1ccco1 : -3	0	-165	-194	-186	0.1	-5	32
